TCR activator – Activators of T cell receptors: qHTS campaign; primary human leukocytes, anti-CD3, IL-2 HTRF, 48 h; Potency, µM (doses to about 9.22 µM), for inactives: at the highest dose activation of IL-2 secretion, most hits filed as activators; 330,000 tested, under 10 active; AID 504894, 2011; note: % of control where 0% means no effect
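Activity was scored as IL-2 release from primary human leukocytes given only a TCR signal (a-CD3 beads) plus compound for 48 hr. Detection used a two-antibody HTRF format read at 665nm.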
PTAP TSG101 blk – qHTS Assay for Iinhibitors of HIV-1 Budding by Blocking the Interaction of PTAP/TSG101; Tumor susceptibility gene 101 protein (Homo sapiens), Q99816; AID 493005, 2010; 340,000 tested, under 10 active; Potency, µM (titrated, usually from 115 µM), for inactives: at the highest dose activity change, negative = inhibition, most hits filed as inhibitors; Fluorescence polarization, FITC-PTAP peptide / Tsg101 binding; active = well fitted inhibition curve with a large enough effect in the main read-out, with a control signal flat, not every such curve was filed as active; inconclusive = small, poorly fitted or top-dose-only effect, or effect the other way, or a change in a side signal; inactive = no such curve, though single readings can be large or run the other way; note: potency is the fitted concentration of half-maximal effect; % of control where 0% means no effect
Target sequence (Q99816 whole entry, looked up): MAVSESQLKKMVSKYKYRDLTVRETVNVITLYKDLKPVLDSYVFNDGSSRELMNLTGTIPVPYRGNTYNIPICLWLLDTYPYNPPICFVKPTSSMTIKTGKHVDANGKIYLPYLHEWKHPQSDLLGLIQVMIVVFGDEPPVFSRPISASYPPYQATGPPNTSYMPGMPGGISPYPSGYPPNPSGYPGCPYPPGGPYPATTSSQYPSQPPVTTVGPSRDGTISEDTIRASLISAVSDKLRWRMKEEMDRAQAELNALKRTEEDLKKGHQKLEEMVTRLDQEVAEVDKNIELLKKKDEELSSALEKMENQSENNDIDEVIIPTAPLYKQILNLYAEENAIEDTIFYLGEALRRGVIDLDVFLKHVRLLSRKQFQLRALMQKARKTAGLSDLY
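Fluorescence polarization binding of Tsg101 binding domain (10 uM final) to FITC-labeled PTAP peptide (50 nM final) in HEPES pH 7.5 buffer with NaCl, Tween 20, EDTA, TCEP. Compounds added before peptide; binding 20 min at RT.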
a7 integrin act – qHTS for Activators of Integrin-Mediated Alleviation for Muscular Dystrophy. Potency, µM (series often up to 38.3 µM), for inactives: at the highest dose activation, usual class: activators. alpha7betagal myoblasts, beta-gal FDG fluorescence, 48 h. 350,000 tested, 0.064% active;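 note: potency is the fitted concentration of half-maximal effect; 100% = response of the positive control SU9516; nearly all actives have a fitted effect of over 60% in size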
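alpha7betagal+/- myoblasts (passage 13, 250/well) treated 48 h at 37C with compounds at 1:260 dilution of DMSO stock. Lysed, then beta-galactosidase activity read as FDG fluorescence (ex 480/em 540) after 30 min, with pre-read for autofluorescence.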
MLL CXXC-DNA inh – qHTS Fluorescence Polarization Assay for Inhibitors of MLL CXXC domain - DNA interaction; Histone-lysine N-methyltransferase 2A (Homo sapiens), Q03164; 290,000 tested, 0.037% active; MLL-CXXC / FITC-HOXA9 DNA fluorescence polarization; Potency, µM (highest dose often 115 µM), inactives show at the top dose activity change, negative = inhibition, hits mostly inhibitors; active = well fitted inhibition curve with a large enough effect in the polarisation, with a control signal flat, not every such curve was filed as active; inconclusive = small, poorly fitted or top-dose-only effect, or effect the other way, or a change in a side signal; inactive = no such curve, though single readings can be large or run the other way; the % refers to the polarisation; note: potency is the fitted concentration of half-maximal effect
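Fluorescence polarization: 7 uM MLL-CXXC (stock) preincubated 5 min with compounds, then 50 nM fluorescein-HOX-A9 DNA (stock) added; 30 min ambient. Buffer 50 mM Tris-HCl pH 7.5, 50 mM NaCl, 1 mM DTT, 0.05% BSA.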
BRCA1 expr act – qHTS Assay to Identify Small Molecule Activators of BRCA1 Expression; Potency, µM (top dose mostly 46.1 µM), without a hit: at the top dose activation, most hits filed as activators; 380,000 tested, 1.1% active; AID 624202, 2012; MCF7-BRCA1-FFLuc reporter, luminescence, 48 h; response scale: scaled: vehicle 0%, 10 µM genistein 100%; note: potency is the fitted concentration of half-maximal effect; nearly all actives have a fitted effect of over 80% in size; some results filed as inactive show a strong effect at the top dose
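Luminescence from a BRCA1-driven firefly luciferase in MCF7 cells was read after 48 h compound exposure at 37 C. Data normalized against DMSO and a 10microM genistein activation control, then curve-fitted across the titration.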
A-T KAP1 phos – qHTS Assay for Identifying a Potential Treatment of Ataxia-Telangiectasia; AID 485349, 2010; 320,000 tested, 0.19% active; […] A-T fibroblasts, KAP-1 phosphorylation AlphaLISA; neocarzinostatin DNA damage 30 min before lysis; Potency, µM (series often up to 57.5 µM), inactives show top-dose activation, hits mostly activators; note: potency is the fitted concentration of half-maximal effect; % of control where 0% means no effect; nearly all actives have a fitted effect of over 45% in size
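ATM-like activity read as KAP-1 phosphorylation via AlphaLISA donor/acceptor antibody pairs after lysis and 6 hr at 25C. Cells were ATM-null patient fibroblasts ([…], hTERT), dosed 60 min, then exposed to the DSB inducer NCS for 30 min.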
B2AR arrestin – qHTS assay of beta-arrestin-biased ligands of beta2-adrenergic receptor. Beta-2 adrenergic receptor (Homo sapiens), P07550. beta-arrestin recruitment to beta2AR, cell-based reporter. Potency, µM (doses to about 46.1 µM), without a hit: at the highest dose activation, most hits filed as activators. 330,000 tested, 0.02% active;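 note: potency is the fitted concentration of half-maximal effect; 0% = DMSO controls and full agonism = EC100 isoproterenol or metaproterenol; nearly all actives have a fitted effect of over 65% in size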
Target sequence (P07550 whole entry, looked up): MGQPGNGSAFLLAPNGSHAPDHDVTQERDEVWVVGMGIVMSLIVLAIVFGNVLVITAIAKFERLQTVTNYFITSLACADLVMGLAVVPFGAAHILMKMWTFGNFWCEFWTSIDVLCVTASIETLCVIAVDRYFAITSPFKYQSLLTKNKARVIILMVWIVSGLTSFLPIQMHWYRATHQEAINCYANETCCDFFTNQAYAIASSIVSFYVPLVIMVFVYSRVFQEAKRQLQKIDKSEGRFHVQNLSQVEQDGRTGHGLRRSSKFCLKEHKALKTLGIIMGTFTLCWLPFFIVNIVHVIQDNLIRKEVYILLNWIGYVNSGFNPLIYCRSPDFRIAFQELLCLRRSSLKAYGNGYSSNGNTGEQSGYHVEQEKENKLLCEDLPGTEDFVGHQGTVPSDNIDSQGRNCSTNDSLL
p53 reactivation – qHTS assay for re-activators of p53 using a Luc reporter | Potency, µM (series often up to 92.2 µM), for the others: top-dose activity change, positive = activation, hits mostly activators | H1299 p53-A138V BP100-luciferase reporter, luminescence, 24 h | AID 504706, 2011 | 320,000 tested, 0.063% active; note: potency is the fitted concentration of half-maximal effect; % of control where 0% means no effect; nearly all actives have a fitted effect of over 45% in size
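p53-null H1299 cells stably carrying temperature-sensitive p53-A138V and a BP100-luciferase reporter were pinned with compounds (4-point, 1:5 series) and held 24 hrs at 37 deg C. Luminescence was read 10 min after detection reagent.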
TRPV1 ag – HTS Assay for Compounds that Act as Agonists of the Vanilloid Receptor 1; AID 540275, 2011; TRPV1-expressing cells, Fluo-8 calcium influx, agonist mode; activation, % at 8.33 µM; Transient receptor potential cation channel subfamily V member 1 (Homo sapiens), Q8NER1; 320,000 tested, 0.19% active; in the data active = activation above about 80%; inconclusive = between about 30% and that limit; note: 0% is about no effect
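Cells expressing TRPV1 were dye-loaded with Fluo-8 and read kinetically: 10 s baseline, 3 min after compound (agonist portion), then 2 min after EC20 capsaicin (allosteric enhancer portion). Calcium-bound dye fluorescence at 480/520 nm.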
ELG1 DNA repair – qHTS screen for small molecules that inhibit ELG1-dependent DNA repair in human embryonic kidney (HEK293T) cells expressing luciferase-tagged ELG1; HEK293T ELG1-luciferase reporter, luminescence, 16 h; DNA damage induced by 5-fluorouridine; Potency, µM (highest dose often 46.1 µM), inactives show at the highest dose activity change, negative = inhibition, most hits filed as inhibitors; 330,000 tested, 2.3% active; AID 504467, 2011; note: potency is the fitted concentration of half-maximal effect; % is set by controls: 0 for no effect and ±100 for the full control effect; nearly all actives have a fitted effect of over 55% in size
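HEK293T cells expressing luciferase-tagged ELG1 (2,000/well) received 5-Fluorouridine plus compound or DMSO for 16 hr at 37 °C. Luciferase was read by ONE-Glo luminescence after 30 min at room temperature.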
* marks the source's active call; other numbers are inactive results; ? = inconclusive; / = no result given; [ ] = dose if it differs, or a comment. Unless noted, calls come from the whole dose curve; as a rule, active = well fitted curve in the direction sought with a large enough effect; inconclusive = small, poorly fitted or top-dose-only effect, or another doubt; inactive = no such curve, though single readings can be large; an effect the other way counts as inactive or inconclusive. Random draw from the library; any-hit rate near 3.8%.

SMILES | TCR activator | PTAP TSG101 blk | a7 integrin act | MLL CXXC-DNA inh | BRCA1 expr act | A-T KAP1 phos | B2AR arrestin | p53 reactivation | TRPV1 ag | ELG1 DNA repair
COc1ccc(CCNC(=O)CN(c2ccc(OC)cc2)S(C)(=O)=O)cc1 | 7.8% | -1.6% | -13.1% | 2.7% | 21.0% | 0.2% | -0.8% | -3.7% | 0.2 | -1.6%
COc1cccc(N(CC(=O)NC2CCCCC2)C(=O)c2snc(C(N)=O)c2N)c1 | 7.8% | 0.2% | 5.0% | 2.0% | -27.1% | 6.0% | -0.3% | 1.9% | -1.2 | 23.0%
COc1ccc(NC(=O)Nc2ccc3c(c2)C(=O)N([C@H](C)CO)C[C@H](C)[C@@H](CN(C)C(=O)Nc2c(C)noc2C)O3)cc1 | -7.3% | -3.5% | -6.7% | / | 15.5% | 8.1% | -0.2% | 4.4% | / | 11.8%
CCOC(=O)N1N=C(c2ccccc2)CC1(O)C(F)(F)F (centres undefined) | 5.6% | -2.8% | 18.4% | -2.9% | ? | -2.4% | 0.2% | 10.7% | 10.9 | ?
Cc1c(C(=O)OCCOC(C)C)[nH]c2c1C(=O)CC(C)(C)C2 | 1.9% | 0.3% | -11.0% | 3.6% | 3.3% | -6.5% | 0.9% | 1.9% | 29.8 | -1.9%
C/C(CC(=O)Nc1ccccc1-c1ccccc1)=N\NC(=O)COc1ccc(C)cc1Br | 3.9% | -3.6% | -5.0% | -6.3% | -22.2% | / | 7.6% | 1.6% | 2.4 | 0.0%
C/C(=N\NC(=O)c1ccc(C)cc1C)c1ccc(-n2ccnc2)cc1 | -0.4%[46.1 µM] | -2.5% | -19.8% | 0.0% | -1.0% | 4.2% | -0.1% | -1.9% | 3.0 | 14.8%
Nc1ncnc2c1ncn2[C@@H]1O[C@H](CNCc2ccc(-n3cccn3)cc2)[C@@H](O)[C@H]1O | -5.1% | -1.2% | -22.9% | / | 0.0% | -40.6%[inhibitor] | -1.2% | 3.5% | / | 29.1%
COc1ccc(C(=O)NCC(=O)OCn2nnc3ccccc3c2=O)cc1OC | / | / | / | -5.6% | / | -5.0% | 0.3% | -0.7% | -2.5 | 7.6%
CC(C)C[C@@H](CN1CCCC1CN1C(=S)NC[C@@H]1Cc1ccc(O)cc1)N1C[C@H](Cc2ccccc2)N(CC2CCCCCC2)C1=S (some centres undefined) | -28.7% | -11.1% | -24.8% | / | -46.7% | / | / | / | / | /
O=C(CN1CCCCC1)Nc1ccc(NC(=O)c2ccccc2Cl)cc1Cl | -0.5% | -0.2% | -21.1% | 15.0% | -44.7% | -6.1% | 2.2% | 5.0% | 5.8 | ?
CC1=C(C(=O)OC2CCCC2)C(c2coc3ccccc3c2=O)C2=C(CC(C)(C)CC2=O)N1 (centres undefined) | 0.5% | 1.3% | ? | 1.5% | -48.9% | -3.1% | -1.1% | -4.8% | / | ?
O=C(CN1C(=O)/C(=C\c2cccs2)SC1=S)Nc1cccc(C(=O)O)c1 | 4.0% | -7.4% | -11.4% | -20.3% | 0.0% | -3.4% | 1.1% | 2.4% | -1.6 | ?
O=C(CSc1nc(-c2ccccc2)cc(=O)[nH]1)Nc1ccccc1 | 2.4% | -3.1% | 18.8% | -26.5% | 26.9% | -14.0% | -1.1% | 19.2% | -2.8 | 2.1%
Cc1cc(C)c(C)c(OCCN2CC(C)OC(C)C2)c1 (centres undefined) | 2.9% | -3.0% | 5.9% | -19.8% | 0.0% | -4.8% | 4.7% | / | -1.0 | 9.9%
COc1ccc(NC(=O)c2cc(CN3C(=O)c4ccccc4C3=O)ccc2OC)cn1 | 10.0% | 0.5% | 0.7% | -15.3% | -38.3% | 1.1% | -0.3% | 4.5% | -1.6 | ?
O=c1[nH]c2ccc(NC(=S)NCCc3ccccc3)cc2[nH]1 | 0.9% | -12.3% | 18.2% | -0.3% | 5.7% | 0.0% | -0.4% | 0.2% | 0.9 | ?
NS(=O)(=O)c1cc(C(=O)OCC(=O)Nc2ccc(N3CCCCC3)cc2)ccc1Cl | -5.2% | -1.9% | -1.3% | -9.8% | 17.6% | 1.0% | 0.2% | 3.4% | -2.6 | 0.9%
CCOc1ccc(NC(=O)c2ccc3[nH]c(=O)c(=O)[nH]c3c2)cc1 | -2.1% | -2.3% | 15.7% | -1.2% | 13.1% | 4.6% | -0.1% | 11.1% | -0.4 | ?
O=C(O)CN1C(=O)/C(=C/c2ccsc2)SC1=S | -2.3% | -6.7% | 0.1% | ? | 27.1% | 1.4% | -0.3% | 3.5% | -0.6 | -1.0%
CC(C)Cn1c(N)c(C(=O)CSc2nnc(-c3ccco3)n2C)c(=O)n(C)c1=O | -3.5% | -3.7% | 2.3% | / | -4.0% | -3.2% | -0.1% | 4.0% | -0.1 | 0.8%
O=C(CNC(=O)c1ccc(Br)o1)Nc1ccc(N2CCCCCC2)cc1 | 6.3% | -2.8% | -12.1% | / | 0.2% | -3.3% | 0.8% | 22.6% | 12.6 | 11.9%
O=C(O)/C=C\C(=O)Nc1cccc(C(=O)Nc2cccc(O)c2)c1 | -3.3% | 0.6% | -12.5% | 3.2% | 54.2% | 0.2% | -0.9% | -8.8% | -1.5 | -0.6%
CC(=O)NC12CC3CC(C1)CC(C(=O)N(C)CC(=O)Nc1cccc(F)c1)(C3)C2 | -5.8% | -7.0% | -15.6% | / | -13.5% | -8.8% | -0.7% | -1.6% | 2.4 | 15.0%
CCOc1ccc(C(C(=O)NC2CCCCC2)N(C(=O)Cc2cccs2)c2ccc(-n3cnnn3)c(OC)c2)cc1 (centres undefined) | 7.9%[46.1 µM] | 1.5% | 10.3% | 9.6% | -41.0% | 2.0% | -0.7% | -1.7% | -2.3 | 25.0%
Cc1ccccc1Cn1cnc2ccccc21 | -4.6% | -0.7% | 0.0% | -0.9% | -12.6% | 3.5% | -0.2% | 3.1% | 1.2 | -24.8%
COc1cc2[nH]c3ccccc3c2cc1C | 8.6% | -5.3% | -6.9% | -4.5% | 1.5% | -59.5%[inhibitor] | 0.0% | 7.7% | 10.8 | 12.6%
Cc1ccc(OCCC(=O)OCC(=O)N2c3ccccc3CC2C)cc1 (centres undefined) | 1.3% | -2.7% | -13.4% | 6.8% | -14.7% | / | / | / | 1.1 | /
O=C(NCCC1=CCCCC1)C(c1ccccc1)c1ccccc1 | -2.2% | -3.9% | -2.4% | -2.2% | -24.0% | 5.9% | -1.0% | 9.7% | ? | 9.8%
CN(Cc1ccccc1)C(=O)COc1ccc(N(C)S(=O)(=O)c2ccc(F)cc2)cc1 | 0.0% | -3.6% | 24.3% | -6.0% | 3.1% | 3.8% | -0.6% | -7.9% | -2.8 | ?
COC(=O)c1ccc(N2C(=O)CC(N(C)CCc3ccc(OC)c(OC)c3)C2=O)cc1 (centres undefined) | 5.8% | -2.3% | -24.8% | -5.1% | -22.0% | 3.6% | 0.4% | -4.5% | 13.0 | -18.3%
Cc1cccc(Nc2nc(N)nc(CSC(=S)N3CCOCC3)n2)c1 | -5.3%[46.1 µM] | -0.1% | -14.7% | 7.3% | 114.8% | 2.3% | -0.8% | 14.7% | ? | 28.3%
CC(C)CC(=O)/C(=C\c1ccc(Cl)cc1Cl)n1cncn1 | 2.3%[46.1 µM] | -4.3% | -59.1%[inhibitor] | 3.6% | -91.5% | -2.0% | -0.9% | -24.2% | ? | 20.6µM*
Fc1cccc(-c2nn[nH]n2)c1 | -0.9% | 0.1% | 2.0% | 8.2% | -25.1% | / | 1.0% | -3.8% | 0.5 | -4.8%
CCCS(=O)(=O)NCCc1cc2cc(C)c(C)cc2[nH]c1=O | 2.5%[46.1 µM] | -8.3% | 6.2% | -2.6% | 58.6% | 3.8% | 0.4% | 18.1% | 0.9 | 8.0%
O=C(NCC1CCCO1)c1ccccc1 (centres undefined) | 8.5% | -7.1% | 16.2% | -8.0% | 1.2% | / | / | / | 1.6 | /
CCc1ccc([C@@H]2C[C@H]3CN(Cc4ccccc4OC)C(=O)[C@]34CCCN24)cc1 | / | -4.3% | 15.1% | 7.0% | -8.1% | 2.4% | 0.3% | -4.2% | -1.0 | -13.6%
